Screening data: PubChem, The Scripps Research Institute Molecular Screening Center
GSTO1 inh: GSTO1 inhibition, counter-screen for RBBP9 inhibitors. P78417. recombinant GSTO1, activity-based probe fluorescence polarization. inhibition, % at 5.96 µM. 300,000 tested, 1.1% active;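 active = inhibition above the campaign mean inhibition plus 3 SD, cut at about 35% in these data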;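 note: 0% = GSTO1-1 with DMSO and 100% = wells lacking GSTO1-1 enzyme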
PREPL inh: inhibits the human prolyl oligopeptidase-like enzyme. Q4J6C6. recombinant PREPL, fluorescence polarization activity-based probe. inhibition, % at 5.96 µM. 320,000 tested, 0.68% active. AID 2751; in the data active = inhibition above about 43%;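 note: 0% = enzyme with DMSO and 100% = wells lacking enzyme; many of its hits are not listed in these tables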
PAFAH1B3 FP inh: inhibitors of human PAFAH1B3; inhibition, % at 3.39 µM; Q15102; AID 492972; 340,000 tested, 0.28% active; recombinant PAFAH1B3, FP-rhodamine probe, fluorescence polarization;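 active = inhibition above the screen-wide average of all tested compounds plus 3 SD, cut at about 25% in these data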;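 note: 0% = enzyme with DMSO only and 100% = wells lacking PAFAH1B3 protein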
Target sequence (Q15102 whole entry, looked up): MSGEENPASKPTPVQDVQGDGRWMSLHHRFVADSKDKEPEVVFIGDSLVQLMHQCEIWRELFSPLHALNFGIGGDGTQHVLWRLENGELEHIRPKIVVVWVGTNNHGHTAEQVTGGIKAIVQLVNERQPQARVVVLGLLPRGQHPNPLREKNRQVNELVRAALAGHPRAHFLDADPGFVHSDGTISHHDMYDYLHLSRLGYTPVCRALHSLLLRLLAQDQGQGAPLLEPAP
PAFAH1B2 inh: PAFAH1B2 (human) inhibition; 340,000 tested, 1.2% active; inhibition, % at 3.39 µM; P68402; recombinant PAFAH1B2, FP-rhodamine activity probe, fluorescence polarization; AID 492953;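 active = inhibition above the mean of all tested compounds plus 3 SD, cut at about 24% in these data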;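 note: 0% = enzyme with DMSO and 100% = wells lacking PAFAH1B2; many of its hits are not listed in these tables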
Target sequence (P68402 whole entry, looked up): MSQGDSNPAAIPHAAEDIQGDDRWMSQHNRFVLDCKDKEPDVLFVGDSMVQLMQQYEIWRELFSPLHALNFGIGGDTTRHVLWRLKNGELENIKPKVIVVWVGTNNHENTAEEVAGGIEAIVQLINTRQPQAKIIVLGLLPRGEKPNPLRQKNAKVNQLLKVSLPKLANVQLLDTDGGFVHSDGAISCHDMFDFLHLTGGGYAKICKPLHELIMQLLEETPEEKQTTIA
LYPLA2 counter: LYPLA2 (human) inhibition in PME1 counter-screen. recombinant LYPLA2, FP-Rh probe fluorescence polarization. inhibition, % at 5.9 µM. 320,000 tested, 0.38% active. AID 2177;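 active = inhibition above the screen-wide mean plus 3 SD, limit set per campaign, cut at about 26% in these data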;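 note: 0% = LYPLA2 with DMSO and 100% = wells lacking LYPLA2 enzyme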
PAD4 inh: PAD4 (human) enzyme inhibition; inhibition, % at 6.36 µM; AID 485272; 330,000 tested, 0.41% active; Q9UM07; recombinant PAD4, RCA probe fluorescence polarization;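 active = percent inhibition above a cutoff equal to the mean of all tested compounds plus 3 SD, cut at about 15% in these data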;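 note: 0% = PAD4 with RCA probe and DMSO and 100% = probe without PAD4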
PME-1 primary: PME-1 (human) inhibition. inhibition, % at 5.9 µM. Q9Y570. recombinant PME-1, FP-Rh probe fluorescence polarization. 320,000 tested, 0.53% active;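 active = inhibition above the campaign mean of all compounds plus 3 SD, cut at about 26% in these data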;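 note: competitive labeling of PME-1 active site by serine hydrolase directed probe; 0% = PME-1 with DMSO and 100% = wells lacking PME-1 enzyme; inhibitors block probe labeling so polarization falls and inhibition rises; many of its hits are not listed in these tables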
Target sequence (Q9Y570 whole entry, looked up): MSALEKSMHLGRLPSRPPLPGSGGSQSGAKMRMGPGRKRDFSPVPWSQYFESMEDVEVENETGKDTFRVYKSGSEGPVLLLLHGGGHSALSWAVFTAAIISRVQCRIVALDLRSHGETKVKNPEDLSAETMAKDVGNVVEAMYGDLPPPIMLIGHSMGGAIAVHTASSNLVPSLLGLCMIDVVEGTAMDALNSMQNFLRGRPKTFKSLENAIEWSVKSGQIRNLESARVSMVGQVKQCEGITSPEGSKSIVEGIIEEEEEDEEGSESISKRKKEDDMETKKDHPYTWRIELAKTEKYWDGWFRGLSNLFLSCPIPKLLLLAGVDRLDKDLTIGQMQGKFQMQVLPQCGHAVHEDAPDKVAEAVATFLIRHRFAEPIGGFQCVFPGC
LYPLA1 inh: LYPLA1 (human) inhibition in PME1 counter-screen; O75608; recombinant LYPLA1, FP-Rh probe fluorescence polarization; inhibition, % at 5.9 µM; 320,000 tested, 0.16% active; AID 2174;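 active = inhibition above the mean of all tested compounds plus 3 SD, set per campaign, cut at about 14% in these data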;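 note: inhibitors block serine hydrolase probe labeling of LYPLA1 so polarization falls; 0% = enzyme with DMSO and 100% = wells lacking LYPLA1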
pPAFAH inh: pPAFAH (human) enzyme inhibition; inhibition, % at 3.39 µM; 330,000 tested, 1.5% active; Q13093; recombinant pPAFAH, FP-rhodamine probe fluorescence polarization;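 active = inhibition above the mean inhibition across the screen plus 3 SD, cut at about 25% in these data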;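 note: inhibitors block binding of the rhodamine activity-based probe so polarization drops; 0% = enzyme with DMSO and 100% = wells lacking pPAFAH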
* marks the source's active call; other numbers are inactive results; nt = no result given. Only part of the results is shown (hit frequency here may not be typical).

SMILES	GSTO1 inh	PREPL inh	PAFAH1B3 FP inh	PAFAH1B2 inh	LYPLA2 counter	PAD4 inh	PME-1 primary	LYPLA1 inh	pPAFAH inh
COc1ccc(S(=O)(=O)N2CCCOC2CNC(=O)C(=O)NCc2ccncc2)cc1 (stereo unspecified)	2	-3	1	-1	2	3	-5	3	2
O=C(NC1CCCCC1)C(c1ccco1)N(Cc1cccnc1)C(=O)C1COc2ccccc2O1 (stereo unspecified)	6	3	3	-2	-4	3	2	-1	-1
Cc1nnnn1/C(=C\c1ccccc1)C(=O)OCC(=O)N(C)C1CCS(=O)(=O)C1 (stereo unspecified)	-3	5	9	3	-6	-5	1	-3	-1
Cc1cc(NS(=O)(=O)c2ccc(NC(=O)CCCOc3ccccc3)cc2)no1	0	-3	8	-3	-6	1	1	-3	4
C=CCn1c(O)c(N=NC(=O)C(O)c2ccccc2)c2ccccc21 (stereo unspecified)	5	8	6	0	-3	-4	-2	-4	3
O=C(NCc1ccco1)c1cnn2c1NC(c1ccccc1)CC2C(F)(F)F (stereo unspecified)	0	2	-3	-2	1	-1	7	-1	2
CCCn1c(=O)c(C(=O)NCc2ccc(OC)c(OC)c2)c(O)c2ccccc21	8	-6	5	2	-4	2	-9	-3	3
CCOC(=O)C1=C(COc2ccccc2)NC(=O)NC1c1ccc(Br)cc1 (stereo unspecified)	5	-18	-3	7	-1	-2	7	-3	5
COc1ccc(-c2cc(C(=O)Nc3c(C)n(C)n(-c4ccccc4)c3=O)no2)cc1	4	-10	7	-2	-3	-1	3	0	2
CC12CCC(C/C1=N/O)C2(C)C (stereo unspecified)	-12	0	-4	5	-3	-2	-9	-4	-4

A second format for part of the listing above.
Each structure is followed by: GSTO1 inh	PREPL inh	PAFAH1B3 FP inh	PAFAH1B2 inh	LYPLA2 counter	PAD4 inh	PME-1 primary	LYPLA1 inh	pPAFAH inh
> Cc1cc(NS(=O)(=O)c2ccc(NC(=O)CCCOc3ccccc3)cc2)no1
  0	-3	8	-3	-6	1	1	-3	4
> C=CCn1c(O)c(N=NC(=O)C(O)c2ccccc2)c2ccccc21 (stereo unspecified)
  5	8	6	0	-3	-4	-2	-4	3
> O=C(NCc1ccco1)c1cnn2c1NC(c1ccccc1)CC2C(F)(F)F (stereo unspecified)
  0	2	-3	-2	1	-1	7	-1	2
> CCCn1c(=O)c(C(=O)NCc2ccc(OC)c(OC)c2)c(O)c2ccccc21
  8	-6	5	2	-4	2	-9	-3	3
> CCOC(=O)C1=C(COc2ccccc2)NC(=O)NC1c1ccc(Br)cc1 (stereo unspecified)
  5	-18	-3	7	-1	-2	7	-3	5
> COc1ccc(-c2cc(C(=O)Nc3c(C)n(C)n(-c4ccccc4)c3=O)no2)cc1
  4	-10	7	-2	-3	-1	3	0	2
> CC12CCC(C/C1=N/O)C2(C)C (stereo unspecified)
  -12	0	-4	5	-3	-2	-9	-4	-4

Following part.
SMILES	GSTO1 inh	PREPL inh	PAFAH1B3 FP inh	PAFAH1B2 inh	LYPLA2 counter	PAD4 inh	PME-1 primary	LYPLA1 inh	pPAFAH inh
COC(=O)c1c(NC(=O)CN2C(=O)NC(CCc3ccccc3)C2=O)sc2c1CCCCC2 (stereo unspecified)	-1	24	1	0	-9	0	-12	-4	4
Cc1ccc(NC(NC(=O)c2cccs2)C(Cl)(Cl)Cl)cc1C (stereo unspecified)	-2	-9	5	7	2	-1	3	-3	4
O=C(N/N=C(\Cc1ncc[nH]1)c1ccccc1)c1cccnc1	0	9	13	2	2	-2	9	0	6
c1cc(-c2nnc3sc(C4CCCCC4)nn23)ccn1	1	4	9	4	0	3	8	1	3
CC(C)C[C@H]1C(=O)N2CCC[C@H]2[C@]2(O)O[C@](NC(=O)[C@@H]3C=C4c5cccc6[nH]c(Br)c(c56)CC4N(C)C3)(C(C)C)C(=O)N12 (stereo partly specified)	-3	18	8	3	2	-9	-5	-3	-3
COC(=O)c1ccsc1NC(=O)c1ccc(Cl)s1	-7	-4	5	4	-4	4	-3	-4	1
CS(=O)(=O)N(CC(=O)Nc1ccccc1Cl)c1ccc(Cl)cc1	0	-17	7	6	-2	-2	-1	-3	4
Nc1cc(C(=O)OCC(=O)N2CCOCC2)ccc1Cl	7	9	6	11	2	-1	-5	0	3
CCN(C(=O)c1c(-c2ccccc2)noc1C)c1ccccc1	1	-3	9	8	-1	-1	5	2	3
Cc1nc(C(F)(F)F)c(C(=O)O)cc1-c1nc(-c2ccccc2)cs1	7	5	-2	6	-6	0	-1	0	-6

Further structures follow:
SMILES	GSTO1 inh	PREPL inh	PAFAH1B3 FP inh	PAFAH1B2 inh	LYPLA2 counter	PAD4 inh	PME-1 primary	LYPLA1 inh	pPAFAH inh
CCN(CC)S(=O)(=O)N1CCC(C(=O)NCCN2CCOCC2)CC1	0	18	2	3	5	2	-2	2	-7
CCOC(=O)N=Nc1c(O)n(C)c2ccccc12	3	12	-2	-1	9	0	3	5	5
CC1CN(S(=O)(=O)c2cccc(C(=O)NCc3ccco3)c2)CC(C)O1 (stereo unspecified)	nt	17	5	4	-7	-1	-7	-3	-9
Cc1ncoc1C(=O)Nc1cccc(Cl)c1C	-5	-1	12	6	0	1	1	-2	7
O=C(COc1ccc(Br)cc1Cl)NC(=O)NCc1ccccc1	-3	-12	-3	19	-7	-3	-2	-4	7
COCCCNC(=O)c1cc2c(-c3cccc(OC)c3)nn(C)c2s1	8	6	10	12	-6	-2	1	-6	-7
COc1ccc(NC(=O)C2CCCN(S(=O)(=O)c3cccc4nonc34)C2)cc1OC (stereo unspecified)	7	5	8	-1	2	0	3	-3	6
COc1ccc(CCN(Cc2cc3cccc(C)c3[nH]c2=O)C(=O)NC2CCCCC2)cc1OC	1	8	10	4	1	-4	-4	-2	10
Cc1csc2ncnc(N3CCN(C(=O)Nc4ccc(OC(F)(F)F)cc4)CC3)c12	-4	9	-2	3	-3	-1	-13	-3	7
O=C(O)C1CCCN(S(=O)(=O)c2ccc3c(c2)OCCO3)C1 (stereo unspecified)	0	-1	-3	6	6	1	1	4	-5

Continuation:
SMILES	GSTO1 inh	PREPL inh	PAFAH1B3 FP inh	PAFAH1B2 inh	LYPLA2 counter	PAD4 inh	PME-1 primary	LYPLA1 inh	pPAFAH inh
O=C1C(Cc2ccccc2)Nc2ncnc(N3CCN(c4ccccc4)CC3)c2N1Cc1ccccc1 (stereo unspecified)	-1	7	-1	1	-3	2	0	0	2
COc1ccc(N2CCN(C(=O)CNC(=O)c3ccc(C(C)(C)C)cc3)CC2)cc1	3	11	3	0	6	-6	-4	2	4
O=C(COC(=O)COc1ccccc1[N+](=O)[O-])NC1CCCCC1	nt	4	9	6	-3	-6	-1	-1	3
CC(C)NS(=O)(=O)c1ccc(OCC(=O)N(C)Cc2ccccc2)cc1	-1	17	5	7	-3	-1	4	0	1
O=C(c1ccccc1)c1ccc(OC(=O)N2CCCC2)cc1	8	0	4	4	0	-3	-4	-3	3
CCOC(=O)C1(CCCc2ccccc2)CCN(Cc2cnn(C)c2)CC1	9	-32	-3	4	-2	-3	-7	-3	1
O=C(CCS(=O)(=O)c1ccc(Cl)cc1)NC1CCCC1	nt	3	3	3	nt	-3	nt	nt	5
O=C(c1cccc(F)c1)N1CCN(S(=O)(=O)c2ccc(C(F)(F)F)cc2)CC1	3	6	-2	3	-7	-5	-1	-5	4
Cn1nccc1NC(=O)Nc1cccc([N+](=O)[O-])c1	-3	-5	-3	4	7	1	-3	1	-1
O=[N+]([O-])c1ccc(N2CCN(S(=O)(=O)c3ccc(Cl)c(Cl)c3)CC2)cc1NCCN1CCOCC1	-6	5	13	3	-4	0	-3	1	3

Next section:
SMILES	GSTO1 inh	PREPL inh	PAFAH1B3 FP inh	PAFAH1B2 inh	LYPLA2 counter	PAD4 inh	PME-1 primary	LYPLA1 inh	pPAFAH inh
CN1/C(=C\C(=O)c2cccs2)Sc2ccccc21	0	12	-2	4	-5	0	7	-1	3
C[C@@H](C(=O)NCc1ccc(S(C)(=O)=O)cc1)[C@@H]1C[C@@]1(C)[C@@H](NC(=O)OCc1ccccc1)c1ccccc1	3	-4	2	1	0	-1	-6	0	8
O=C(Cn1c2[n+](c3ccc(C(F)(F)F)cc31)CCCCC2)Nc1c(F)cccc1F	6	12	5	0	0	-5	5	-3	2
O=C(O)/C=C/c1cn(-c2ccccc2)nc1-c1ccc(-c2ccc([N+](=O)[O-])cc2)o1	-22	4	2	6	0	-7	27*	1	-1
COCCN1CCN(Cc2cn(C)nc2-c2cccc(Cl)c2)CC1	-8	0	2	1	-2	-10	-9	1	-4
CSc1ccc(Cc2ccc(Cl)cc2Cl)nn1	4	14	4	8	1	0	5	-5	-2
CCCCN(C(=O)c1ccc(S(=O)(=O)N2CCOCC2)cc1)C1CCS(=O)(=O)C1 (stereo unspecified)	-6	6	10	-1	3	-8	2	3	2
COc1ccc(C2=NOC(Cn3nc(-c4ccccc4)cc3C(=O)NCc3cccc(Br)c3)C2)cc1 (stereo unspecified)	nt	3	-33	-24	nt	-6	nt	nt	-11
CCCn1c(N)c(N(C)C)c(=O)n(CC(=O)Nc2ccc(OC(F)(F)F)cc2)c1=O	4	-10	7	4	-1	2	-5	-4	9
Clc1ccc(Cn2c(-c3cccnc3Cl)nc3ccccc32)cc1	-4	8	10	1	-9	0	-1	0	-1
CCOC(=O)CNC(=O)CSc1nnc(NC(=O)c2ccc3c(c2)OCO3)s1	1	4	2	0	3	2	-3	0	2
COc1ccc(N2CCN(C(=O)c3ccc(C)c(NC(=O)c4ccco4)c3)CC2)cc1	1	3	-8	5	3	-1	4	-2	5

By substructure: those above containing an NH in an aromatic ring (three)
SMILES	GSTO1 inh	PREPL inh	PAFAH1B3 FP inh	PAFAH1B2 inh	LYPLA2 counter	PAD4 inh	PME-1 primary	LYPLA1 inh	pPAFAH inh
O=C(N/N=C(\Cc1ncc[nH]1)c1ccccc1)c1cccnc1	0	9	13	2	2	-2	9	0	6
CC(C)C[C@H]1C(=O)N2CCC[C@H]2[C@]2(O)O[C@](NC(=O)[C@@H]3C=C4c5cccc6[nH]c(Br)c(c56)CC4N(C)C3)(C(C)C)C(=O)N12 (stereo partly specified)	-3	18	8	3	2	-9	-5	-3	-3
COc1ccc(CCN(Cc2cc3cccc(C)c3[nH]c2=O)C(=O)NC2CCCCC2)cc1OC	1	8	10	4	1	-4	-4	-2	10
